Assay outcomes as filed in PubChem BioAssay.
TRPC6 activator – mouse TRPC6 channel activators, primary screen, cell-based, HEK293, membrane potential dye | B-score at 10 µM | 0.13% of 310,000 active | HEK293-TRPC6 membrane potential dye fluorescence; hits give high values;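 active = B-score of the integrated fluorescence ratio above library mean plus 3 SD, and starting fluorescence ratio within library mean plus 5 SD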;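 note: higher score means more depolarization so channel activation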
HIF act – HIF pathway transcriptional activators, primary screen, cell-based, U2OS HRE-luciferase, luminescence. U2OS HRE-luciferase reporter; normalized: DMSO 0%, desferrioxamine 100%. AID 1910, 2009. 0.32% of 300,000 active. activation, % at 7.5 µM (by protocol);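 active = mean activation of at least 10% of the iron chelator positive control signal, with at least half of replicates also reaching 10%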
TRPC4 inh – inhibitors of mouse TRPC4 channel, primary screen, Fluo4 calcium, HEK293 TRPC4beta/mu-opioid cells. DAMGO-evoked Fluo4 calcium flux; hits give low values. Short transient receptor potential channel 4 (Mus musculus), Q9QUQ5. 0.39% of 300,000 active. B-score at 10 µM;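 active = B-score over 3 SD under the library average, no early fluorescence shift, positive overall ratio signal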
Target sequence (Q9QUQ5 whole entry, looked up): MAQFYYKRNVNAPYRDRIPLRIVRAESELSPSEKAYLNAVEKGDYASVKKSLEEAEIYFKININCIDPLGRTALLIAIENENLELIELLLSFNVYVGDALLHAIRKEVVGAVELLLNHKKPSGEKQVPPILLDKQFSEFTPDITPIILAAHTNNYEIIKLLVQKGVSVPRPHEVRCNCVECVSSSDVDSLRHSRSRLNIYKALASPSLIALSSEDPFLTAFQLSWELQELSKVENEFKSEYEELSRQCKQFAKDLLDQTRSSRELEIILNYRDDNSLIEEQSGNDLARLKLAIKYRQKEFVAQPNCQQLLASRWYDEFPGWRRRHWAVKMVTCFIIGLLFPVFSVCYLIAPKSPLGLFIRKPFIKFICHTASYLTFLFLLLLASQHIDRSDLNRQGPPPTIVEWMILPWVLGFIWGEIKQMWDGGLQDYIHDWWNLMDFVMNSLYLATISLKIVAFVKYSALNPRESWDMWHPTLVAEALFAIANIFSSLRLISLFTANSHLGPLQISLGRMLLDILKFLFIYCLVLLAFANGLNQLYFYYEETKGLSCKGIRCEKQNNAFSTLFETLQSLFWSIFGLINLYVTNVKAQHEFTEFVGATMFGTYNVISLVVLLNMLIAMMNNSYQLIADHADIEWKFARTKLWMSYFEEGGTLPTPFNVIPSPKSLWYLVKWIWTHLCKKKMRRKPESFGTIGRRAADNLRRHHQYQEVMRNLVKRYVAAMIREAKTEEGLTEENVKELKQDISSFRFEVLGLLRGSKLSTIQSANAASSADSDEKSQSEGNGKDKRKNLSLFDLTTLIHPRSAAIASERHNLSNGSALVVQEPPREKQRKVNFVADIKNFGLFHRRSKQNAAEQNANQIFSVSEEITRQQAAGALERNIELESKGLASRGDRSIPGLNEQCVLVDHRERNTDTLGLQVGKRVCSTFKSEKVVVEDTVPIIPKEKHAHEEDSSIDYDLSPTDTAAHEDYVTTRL
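Assay system: HEK293 cells with stable TRPC4beta plus mu-opioid receptor expression. Dosing: single dose. Measured by: Fluo4 Ca2+ flux fluorescence. Also added: DAMGO in two steps, submaximal then maximal. Read-out: B score from integrated Fluo4 fluorescence ratio.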
MrgX1 agonist – agonists of human MrgX1 receptor, primary screen, HEK293 cells, Fluo-4 calcium flux; 0.44% of 310,000 active; Mas-related G-protein coupled receptor member X1 (Homo sapiens), Q96LB2; Fluo-4 calcium fluorescence, agonist mode; hits give high values; B-score at 10 µM;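 active = calcium response B-score plate-corrected fluorescence ratio at least 3 library SD, with starting fluorescence B-score inside 5 SD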
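Material – MrgX1-expressing HEK293 cells · Input – 15,000 cells seeded per well · Dosing – compound as first of three additions · Times – overnight seeding, then 1 h dark dye loading · Measured by – kinetic Fluo-4 NW fluorescence of intracellular calcium · Read-out – B-scored fluorescence response ratio · Benchmarks – positive and negative control wells on each plate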
MrgX1 antagonist – antagonists of human MrgX1 receptor, primary screen, HEK293 cells, Fluo-4 calcium flux; Mas-related G-protein coupled receptor member X1 (Homo sapiens), Q96LB2; BAM8-22 antagonism; hits give low values; B-score at 10 µM; 1.3% of 310,000 active;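 active = calcium-response B-score plate-corrected more than 3 library SD below zero, starting fluorescence within 5 deviations, no agonist response on first addition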;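 note: peak minus trough fluorescence over baseline after final BAM8-22 challenge near maximal dose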
RGS4 act – RGS4 potentiators or activators, primary screen, cell-based, HEK293 M3R inducible RGS4, calcium flux; carbachol calcium flux Fluo4; hits give low values; B-score at 10 µM; 0.92% of 310,000 active; AID 463111, 2010;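 active = B-score of the integrated calcium signal more than 4 SD below the library mean, with starting fluorescence not abnormally high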;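 note: negative B-score means reduced calcium response which marks RGS4 activation or potentiation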
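Also added: carbachol at ECmax as muscarinic agonist stimulus; Assay system: HEK293 cells with stable M3R and inducible RGS4; Timing: overnight RGS4 induction, 30 min dye load 37 °C, 20 min compound RT; Measured by: Fluo4-AM (2 µM) calcium-flux fluorescence, kinetic read.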
Platelet DG rel – inhibitors of platelet dense granule secretion, primary screen, cell-based, MLPCN, human platelets. inhibition, %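 (compounds screened at 7.5 µM in platelet-rich plasma)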. AID 1663, 2009. 0.22% of 300,000 active. human platelet-rich plasma, SFLLRN dense granule ATP release, luminescence;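 active = mean replicate score, as percent of positive control, at or above 50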
MrgX1 allo act – positive allosteric modulators of MrgX1, primary screen, HEK293 cells, Fluo-4 calcium flux; 0.63% of 310,000 active; B-score at 10 µM; FDSS; hits give high values; Mas-related G-protein coupled receptor member X1 (Homo sapiens), Q96LB2; AID 588675, 2011;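 active = plate-corrected calcium response at least 3 library SD above typical, normal starting fluorescence, not activating the receptor alone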;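 note: compound read alongside a low EC10 to EC30 dose of BAM8-22 agonist; peak minus trough fluorescence over baseline measured at the second addition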
RGS4 inh – RGS4 inhibitors, primary screen, cell-based, HEK293 M3R inducible RGS4, calcium flux. Fluo-4 calcium flux; hits give high values; triggered by carbachol at its EC20. AID 463165, 2010. B-score at 10 µM. 0.45% of 310,000 active;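 active = B-score, a plate-corrected calcium signal, over three deviations above library mean, with baseline fluorescence within five deviations of library mean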;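 note: RGS4 expression induced by doxycycline in cells with stable M3 receptor; B-score is computed from the integrated fluorescence ratio over baseline after carbachol; higher B-score means a larger calcium signal and so more RGS4 inhibition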
SKKanGAS inh – S. pyogenes SKKanGAS growth inhibitors in kanamycin, primary screen, streptokinase expression inhibitor project, SKKanGAS strain, BacTiter-Glo luminescence. 6 h. inhibition, % at 7.5 µM. 1.3% of 300,000 active;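 active = mean replicate score, as percent of positive control median, at least 50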;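 note: strain carries kanamycin resistance gene driven by streptokinase promoter and grows in 40 µg/ml kanamycin; loss of luminescence reflects streptokinase promoter inhibition or plain growth inhibition; 0% = median of DMSO wells and 100% = positive control at its reference dose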
TRPC6 inh – mouse TRPC6 channel inhibitors, primary screen, cell-based, HEK293, membrane potential dye | AID 2553, 2010 | 1.1% of 310,000 active | B-score at 10 µM | ACh-evoked depolarization; hits give low values | Short transient receptor potential channel 6 (Mus musculus), Q61143;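 active = B-score under library mean minus 3 SD, initial fluorescence not abnormally high, positive integrated signal ratio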;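 note: B-score derived from integrated fluorescence ratio over the kinetic read; more negative B-score means stronger inhibition of depolarization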
* = called active by the depositor; i = inactive; . = not tested or not shown.

mol | TRPC6 activator | HIF act | TRPC4 inh | MrgX1 agonist | MrgX1 antagonist | RGS4 act | Platelet DG rel | MrgX1 allo act | RGS4 inh | SKKanGAS inh | TRPC6 inh
CCC(=O)n1nc(-c2ccccc2)nc1NCc1ccccc1 | i | 0.8 | i | i | i | i | -8.2 | i | i | -6.8 | i
O=C(CN1C(=O)NC(c2ccccc2)(c2ccccc2)C1=O)c1c[nH]c2ccccc12 | i | 0.0 | i | i | i | i | 2.4 | i | i | 14.2 | i
COc1ccc(C(C)=O)cc1COC(=O)CNC(=O)c1ccc(F)cc1 | i | 0.0 | i | i | i | i | 16.2 | i | i | -1.8 | i
CCn1nnnc1SCC(=O)NC1Cc2ccccc2C1 | i | 0.0 | i | i | i | i | 1.9 | i | i | 5.3 | i
COc1ccc(-c2cc(C(=O)Nc3c(C)nn(Cc4ccc(Cl)cc4)c3C)no2)cc1 | i | -1.4 | i | i | i | i | -0.9 | i | i | -4.8 | i
O=C(Nn1c(-c2ccccc2)nc2ccccc2c1=O)C1CCC1 | i | -0.3 | i | i | i | i | -4.1 | i | i | -4.3 | i
CC(C)OCCCNC(=O)c1sc(=S)n(C)c1N | i | 0.3 | i | i | i | i | -4.7 | i | i | -7.3 | i
Oc1c(N=Nc2ccccn2)ccc2ccccc12 | i | 33.6* | i | i | i | i | 41.6 | i | i | 69.1* | i
CC(C)N(C(C)C)S(=O)(=O)c1ccc(Cl)nc1 | i | -0.9 | i | i | i | i | -1.8 | 7.69* | i | 1.9 | i
Clc1ccc(CSc2nnc(-c3ccncc3)o2)c(Cl)c1 | i | 0.7 | i | i | i | i | 11.0 | i | i | 4.5 | i
O=C(CCCNC(=O)c1ccc(Cl)cc1)NCc1ccccc1F | i | -0.5 | i | i | i | i | -2.1 | i | i | -5.9 | i
CC(=O)N1CCC(N(C(=O)Nc2ccc(C)c(C)c2)C2CCCC2)CC1 | i | 0.5 | i | i | i | i | -4.1 | i | i | 2.4 | i
S=C(NCC1CCCO1)NC12CC3CC(CC(C3)C1)C2 (centres undefined) | i | 0.2 | i | i | i | i | -7.9 | i | i | -10.2 | i
CCN(CCO)C(=S)Nc1cc(C(=O)OC)ccc1C(=O)OC | i | -0.1 | i | i | i | i | -45.3 | i | i | 1.8 | i
CC/C(=N\O)c1ccc(O)c(OC)c1 | i | 0.0 | i | i | i | i | -11.6 | i | i | -9.5 | i
O=C(CSc1ncccc1C(=O)O)NCCC1=CCCCC1 | i | 0.0 | i | i | i | i | 15.1 | i | i | 1.3 | i
Nc1nonc1-n1nnc(C(=O)N/N=C/c2ccc(OCc3cccc(Cl)c3)cc2)c1CN1CCCCC1 | i | 1.9 | i | i | i | i | 4.9 | i | i | 17.6 | i
CCOc1ccc(C(=O)NC(=S)Nc2ncccc2C)cc1[N+](=O)[O-] | i | 1.2 | i | i | i | i | -3.7 | i | i | -6.2 | i
COc1cccc(NC(=S)N2CCn3c(nc4ccccc43)C2)c1 | i | -0.1 | i | i | i | i | -9.9 | i | i | -7.3 | i
C=CCC(NCc1ccccc1)c1ccc(Cl)cc1 (centres undefined) | i | 0.1 | i | i | i | i | 12.1 | i | i | 1.4 | i
COc1ccc(NS(=O)(=O)c2cc3c(cc2C)N(C(C)=O)CCO3)cc1 | i | -0.5 | i | i | i | i | -2.2 | i | i | -6.0 | i
Cc1c(S(=O)(=O)N2CCN(c3cccc(Cl)c3)CC2)c(=O)n(C)c(=O)n1C | i | -0.5 | i | i | i | i | 2.1 | i | i | -1.0 | i
COc1ccc(C(=O)N2CCCC(CNC(=O)c3ccc(F)cc3)C2)cc1OC (centres undefined) | i | 0.1 | i | i | i | i | -6.5 | i | i | 2.1 | i
COC(=O)c1c(O)cc(C(C)(C)C)n(-c2ccc(F)cc2)c1=O | i | 0.2 | i | i | i | i | 3.7 | i | i | 6.2 | i
Cc1cc(C(=O)N2CCN(c3ccc(F)cc3)CC2)on1 | i | 0.6 | i | i | i | i | -3.4 | i | i | -4.9 | i
Cc1ccc(S(=O)(=O)NNC(=O)Cc2cccn2C)cc1 | i | -1.2 | i | i | i | i | 2.1 | i | i | -38.4 | i
C/C(=C(\C#N)C(=O)NCCN1CCOCC1)N(C)C | i | . | i | i | i | i | 4.2 | i | i | -4.9 | i
CC1Cc2c([nH]c3ccccc23)C2c3ccccc3CN12 (centres undefined) | i | 0.7 | i | i | i | i | 5.8 | i | i | -2.3 | i
Cc1nn(CC(=O)Nc2ccc(C(C)C)cc2)c(C)c1[N+](=O)[O-] | i | 0.0 | i | i | -7.12* | i | -0.8 | i | i | 4.7 | i
CCCn1nc(C(=O)NNC(=O)c2cc(S(=O)(=O)NC)ccc2Br)c2ccccc2c1=O | i | -16.0 | i | i | i | i | 0.8 | i | i | -3.4 | i
Cc1ccccc1/C=C1\SC(=S)N(/N=C/c2cc([N+](=O)[O-])ccc2O)C1=O | i | 0.0 | i | i | i | i | -4.9 | i | i | -14.5 | i
CCOC(=O)C1CCCN(Cc2ccccc2C)C1 (centres undefined) | i | -0.3 | i | i | i | i | 12.1 | i | i | -5.9 | i
C/C(=N\NC(=O)c1nnn(-c2nonc2N)c1CSc1ccccc1)c1ccco1 | i | -0.8 | i | i | i | i | -3.1 | i | i | -2.4 | i
COC(=O)c1ccc(C(=O)OC)c(NC(=O)CSc2nnc(-c3ccccc3Cl)o2)c1 | i | -0.2 | i | i | i | i | 6.0 | i | i | -4.3 | i
COC(=O)CC1COc2ccccc2N1C(=O)/C=C/c1ccccc1 (centres undefined) | i | -1.1 | i | i | i | i | -3.9 | i | i | -7.6 | i
NC(=O)c1nsc(C(=O)N(CC(=O)NCc2ccc(F)cc2)Cc2ccco2)c1N | i | -0.5 | i | i | i | i | 0.5 | i | i | 0.4 | i
CS(=O)(=O)N1CCN(c2nc3ccc(Cl)cc3s2)CC1 | i | 2.6 | i | i | i | i | 1.4 | i | i | 2.9 | i
COc1ccc(-c2nc(N)ncc2-c2csc(C)n2)c(O)c1 | i | 0.3 | i | i | i | i | 5.9 | i | i | -8.0 | i
CC1=NN(c2cccc([N+](=O)[O-])c2)C(=O)C1 | i | 0.4 | i | i | i | i | -7.5 | i | i | -28.1 | i
CCOC(=O)c1c(-n2cccc2)sc2c1CCCC2=O | i | 0.1 | i | i | i | i | -4.7 | i | i | 3.1 | i
N#C/C(=C/c1ccc2c(c1)OCO2)C(=O)Nc1ccc(O)cc1 | i | 1.8 | i | i | i | i | -2.1 | i | i | -3.7 | i
CCOc1cc(CNC(CC)CO)ccc1OCC(=O)Nc1cccc(C(F)(F)F)c1 (centres undefined) | i | -0.5 | i | i | i | i | -7.4 | i | i | 14.9 | i
COC(=O)c1ccc(CSc2nnc(-c3ccccc3)n2C)o1 | i | 0.2 | i | i | i | i | -0.8 | i | i | -2.0 | i
CC(C)COC(=S)Nc1ccccc1 | i | 1.8 | i | i | i | i | -28.3 | i | i | 0.8 | i
Cc1cc(C(=O)CSc2nnc(-c3ccc(F)cc3)o2)c(C)n1CC1CCCO1 (centres undefined) | i | 0.1 | i | i | i | i | -53.7 | i | i | 3.7 | i
CC(C)NC(=O)COC(=O)CNC(=O)c1cc(Cl)cc([N+](=O)[O-])c1 | i | -0.2 | i | i | i | i | -3.9 | i | i | -2.2 | i
O=C(NNS(=O)(=O)c1ccccc1)c1ccc([N+](=O)[O-])cc1 | i | -1.6 | i | i | i | i | 6.5 | i | i | 3.0 | i
CCOC(=O)Nc1ccc(S(=O)(=O)Nc2nc(C)cc(C)n2)cc1 | i | 0.4 | i | i | i | i | 12.5 | i | i | -4.6 | i
C/C=C/C=C\C(=O)Nc1cccc(C2=NOC3(C2)C[C@@H](C(N)=O)N(C(=O)/C(C)=C/C)C3)c1 (some centres undefined) | i | -0.8 | i | i | i | i | -0.8 | i | i | -0.9 | i
O=C(CN1C(=O)NC2(CCCC2)C1=O)Nc1ccccc1-c1ccccc1 | i | -0.2 | i | i | i | i | -1.9 | i | i | 0.9 | i

Next records.
mol | TRPC6 activator | HIF act | TRPC4 inh | MrgX1 agonist | MrgX1 antagonist | RGS4 act | Platelet DG rel | MrgX1 allo act | RGS4 inh | SKKanGAS inh | TRPC6 inh
COc1ccc(C2CC(C)=NN2C=O)cc1OC (centres undefined) | i | -0.1 | i | i | i | i | 9.5 | i | i | 1.8 | i
O=C(NCC1CCCCC1)C1CCN(C(=O)NC2CCCCC2)CC1 | i | 0.0 | i | i | i | i | 5.0 | i | i | -5.3 | i
O=C(Cn1c(=O)oc2ccccc21)NCCc1ccccc1 | i | 0.5 | i | i | i | i | -7.7 | i | i | -1.3 | i
CCOC(=O)C1CCCN(C(=O)c2sc3nc(C)nc(N4CCOCC4)c3c2C)C1 (centres undefined) | i | -0.2 | i | i | i | i | -1.2 | i | i | 0.5 | i
CCCCC(=O)Nc1cc(-c2nc3ncccc3o2)ccc1C | i | 0.7 | i | i | i | i | 8.7 | i | i | -4.7 | i
Cc1cc(Oc2ccccc2)nc(SCC(=O)Nc2ccc(Cl)cc2Cl)n1 | i | 0.1 | i | i | i | i | 3.2 | i | i | 6.0 | i
NCCCC[C@H]1CNC(=S)N1CCCCC1CCCCC1 | i | 0.4 | i | i | i | i | 1.6 | i | i | 7.8 | i
COc1ccc(CCN2CC(C(=O)NCc3cnn(C(C)C)c3)CCC2=O)cc1 (centres undefined) | i | 0.3 | i | i | i | i | 10.3 | i | i | 33.9 | i
Cc1ccc(NC(=O)COc2ccccc2CNC(C)(C)CC(C)(C)C)cc1 | 14.4* | -0.7 | i | i | i | i | 17.6 | i | i | 0.7 | i
Cc1cc(NC(=O)CCC(=O)N(C2CC2)C(C(=O)NC(C)(C)C)c2ccccc2Cl)no1 (centres undefined) | i | 0.6 | i | i | i | i | -5.7 | i | i | 0.4 | i
O=C(/C=C\c1ccccc1)NCC(=O)N/N=C/c1ccc(O)cc1O | i | 0.0 | i | i | i | i | -6.0 | i | i | -1.7 | i
